# Screening results as filed in PubChem BioAssay.
# MMP13 inh = human MMP13 inhibitors, primary screen, biochemical, FRET peptide cleavage. Collagenase 3 (Homo sapiens), P45452. MMP-13 fTHP FRET cleavage, Mca fluorescence. inhibition, % at 4 µM. 0.07% of 65,000 active;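 active = inhibition above the mean of compound-free control plate wells plus 3 SD, cut at about 14% in these data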;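 note: 0% = DMSO wells and 100% = wells with reference MMP-13 inhibitor after basal subtraction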
# FXIIa inh mix = human factor XIIa inhibitors, primary screen, biochemical, pooled compound mixtures, fluorogenic substrate | purified FXIIa | inhibition, % at 5 µM | 0.2% of 62,000 active;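 note: 0% = enzyme without compound and 100% = no enzyme blank; some results filed as inactive read as strong as hits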
# AP complement = alternative complement pathway inhibitors, primary screen, biochemical, ELISA, human serum, orthogonally pooled compounds. 0.08% of 62,000 active. inhibition, % at 5 µM. LPS-coated ELISA, C3 deposition; tested in compound mixtures;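 active = inhibition above 30% in each of the two pooled mixtures holding the compound, so the lower value exceeds 30%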;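 note: 0% = serum in Mg-EGTA without compound and 100% = EDTA serum blank; some compounds past the cut are filed as inactive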
#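 Test system: human serum alternative complement pathway, C3 deposition on LPS-coated wells; also added: Plate-bound LPS; doses: 5 µM per compound in ten-compound mixtures; schedule: 1 h at 37 °C; detection: Anti-C3 ELISA, OD 450 nm; evaluation: percent inhibition of C3 deposition onto LPS; repeats: two pool placements per compound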
# FXIa inh mix = FXIa protease inhibitors in compound pools, primary screen, biochemical, 10-compound mixtures | Coagulation factor XI (Homo sapiens), P03951 | purified FXIa, fluorogenic substrate, pooled mixtures | inhibition, % at 5 µM | 0.19% of 62,000 active;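 note: each value is inhibition by a whole ten-compound pool holding the compound; 0% = enzyme with no mixture and 100% = wells lacking enzyme; strong numbers were not always called active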
# JNK3 blocker = JNK3 kinase activity inhibitors, primary screen, biochemical, human, purified enzyme; Mitogen-activated protein kinase 10 (Homo sapiens), P53779; 0.61% of 60,000 active; HTS; inhibition, % at 8 µM; in the data active = inhibition above about 17%;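 note: 0% = DMSO and 100% = reference inhibitor; many of its hits are not listed in these tables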
# Target sequence (P53779 whole entry, looked up): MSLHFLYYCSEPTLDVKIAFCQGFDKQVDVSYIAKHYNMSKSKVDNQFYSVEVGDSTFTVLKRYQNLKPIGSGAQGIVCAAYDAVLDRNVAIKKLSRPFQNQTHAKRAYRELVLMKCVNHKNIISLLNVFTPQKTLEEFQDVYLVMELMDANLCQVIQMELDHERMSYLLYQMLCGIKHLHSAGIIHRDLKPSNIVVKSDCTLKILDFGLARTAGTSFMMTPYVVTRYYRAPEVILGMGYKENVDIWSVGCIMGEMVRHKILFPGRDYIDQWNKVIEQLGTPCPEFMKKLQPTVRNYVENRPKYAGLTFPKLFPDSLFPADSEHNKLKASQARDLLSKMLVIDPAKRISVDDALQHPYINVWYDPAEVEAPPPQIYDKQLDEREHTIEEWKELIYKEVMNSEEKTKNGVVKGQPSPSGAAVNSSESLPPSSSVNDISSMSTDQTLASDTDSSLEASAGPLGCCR
# A340 absorber = compound light absorbance at 340 nm, profiling panel, artefact control, biochemical, MLSMR library, data from PS, PMK, MK assays. compound absorbance at 340 nm, fold over control. fold change at 10 µM. 65,000 tested, under 10 active. AID 708, 2007;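 active = at 10 µM dose, initial 340 nm absorbance at least 2 fold that of control wells; inactive = change under 2 fold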;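 note: initial absorbance extrapolated from kinetic A340 decline of NADH oxidation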
# Hsp90 inh = tumor Hsp90 inhibitors, primary screen, cell lysate, fluorescence polarization, NCI-N417 lysate; inhibition, % at 30 µM; 0.35% of 64,000 active; Heat shock protein HSP 90-alpha (Homo sapiens), P07900; Cy3B-geldanamycin FP displacement;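 active = inhibition above 50%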;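 note: 0% = tracer plus lysate wells and 100% = tracer alone without lysate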
# MKP-1 inh = MKP-1 phosphatase inhibitors, primary screen, biochemical, in vitro; Dual specificity protein phosphatase 1 (Homo sapiens), P28562; recombinant MKP-1, OMFP hydrolysis fluorescence; inhibition, %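 (compounds tested at a single concentration somewhere between 10 and 100 µM)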; 0.15% of 65,000 active;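 active = inhibition above about 50%, limit read from the data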;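 note: 0% = DMSO max control wells and 100% = wells with enzyme stopped by NaOH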
# Target sequence (P28562 whole entry, looked up): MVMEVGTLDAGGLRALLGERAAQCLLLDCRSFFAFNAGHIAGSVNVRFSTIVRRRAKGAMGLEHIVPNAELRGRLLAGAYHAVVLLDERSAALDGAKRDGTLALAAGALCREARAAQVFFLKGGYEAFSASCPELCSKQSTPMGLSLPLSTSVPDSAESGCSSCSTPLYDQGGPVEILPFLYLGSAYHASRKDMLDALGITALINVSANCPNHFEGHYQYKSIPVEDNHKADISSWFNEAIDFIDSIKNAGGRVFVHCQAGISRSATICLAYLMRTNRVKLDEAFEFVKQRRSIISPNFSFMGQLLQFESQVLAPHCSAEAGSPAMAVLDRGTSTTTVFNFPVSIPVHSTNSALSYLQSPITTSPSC
# Cdc25B block = inhibitors of Cdc25B phosphatase catalytic domain, primary screen, biochemical, OMFP fluorescence; M-phase inducer phosphatase 2 (Homo sapiens), P30305; recombinant Cdc25B, OMFP fluorescence Ex485/Em525; 0.1% of 65,000 active; inhibition, %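 (compounds tested at 10 µM final in the well)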; in the data active = inhibition above about 50%
# * = called active by the depositor; . = not tested or not shown; & = joins results of further samples; [ ] = remark or other dose. Cut-off read from the data, not from the text of the source, unless noted: active = inhibition above about 20% (passing the limit was not always enough); inactive = the rest. Not all compounds are listed; rates above refer to the full screens.
entry	Structure	MMP13 inh	FXIIa inh mix	AP complement	FXIa inh mix	JNK3 blocker
1	CCOC(=O)N(C)c1ccc(C(O)(C(=O)OCC)C(F)(F)F)cc1 (stereo unspecified)	2.0	4.7	-0.5	3.3	-1.7
2	Cc1cc(N)n(C2CCN(C)CC2)n1	0.1	3.8	6.4	8.5	-1.1
3	O=c1[nH]c2ccccc2n1CCCN1CCC(n2c(=O)[nH]c3cc(Cl)ccc32)CC1	-4.8	0.3	8.6	-0.9	-3.1
4	COCCOC(=O)C1=C(N)Oc2c(c(=O)oc3ccccc23)[C@@]12C(=O)Nc1ccccc12	-15.1	.	.	.	-8.8
5	C=Cn1ccnc1P(=S)(c1ccn(C)c1)c1nccn1C=C	2.2	2.8	9.8	-10.2	.
6	CCOc1c(P(=S)(N(C)C)N(C)C)c(C)nn1-c1ccccc1	0.0	9.3	5.3	8.2	3.9
7	CCn1c(C(=O)N2CCC(C(=O)N3CCC4(CC3)OCCO4)CC2)cc2sccc21	4.6	-4.9	9.1	-1.4	6.0
8	O=C(NCC(c1cccnc1)N1CCOCC1)Oc1ccccc1 (stereo unspecified)	3.1	3.9	7.2	-4.0	.
9	CCCCn1c(N)c(C(=O)OCC2CCCO2)c2nc3ccccc3nc21 (stereo unspecified)	-311.3[fluorescence artefact?]	13.9	10.6	-10.0	-1.8
10	CC(=O)OC1(c2ccc(C)cc2)CN2CCC1c1ccccc12 (stereo unspecified)	-6.6	0.1	-15.0	3.9	4.8
11	COc1ccc(N=C(C)c2c(O)n(C3CCCCC3)c(=O)[nH]c2=O)c(OC)c1	-1.2	4.2	3.9	-1.2	-5.4
12	Cc1cc(N2C(=O)CC(N3CCC(n4c(=O)[nH]c5ccccc54)CC3)C2=O)no1 (stereo unspecified)	4.1	-16.6	6.3	4.4	1.7
13	Cc1c(C(=O)N2CCC3(CC2)OCCO3)oc2ccc(S(=O)(=O)N3CCOCC3)cc12	-1.3	1.0	9.9	9.1	.
14	CCC(=NCCO)c1c(O)n(-c2ccc(Cl)cc2)c(=O)[nH]c1=O	1.8	-0.3	1.2	6.2	-0.4
15	COc1ccc2c(c1OC)C(=O)OC2c1c(O)n(Cc2ccc(F)cc2)c(=O)[nH]c1=O (stereo unspecified)	-2.3	11.8	3.6	5.0	4.4

entry	A340 absorber	Hsp90 inh	MKP-1 inh	Cdc25B block
1	1.08	0.5	-4.5	-12.9
2	1.03	-0.2	9.8	-8.9
3	0.99	-3.7&1.8	-8.0	-18.5
4	1.04	-3.5	-22.2	-15.0
5	1.03	.	-4.1	1.2
6	1.01	0.1	-6.0	-19.0
7	0.98	-5.9	33.2	-13.3
8	1.05	-1.9	5.8	-9.3
9	1.12	9.2	19.5	6.2
10	1.03	-3.8	-32.2	-9.4
11	1.02	3.1	-9.9	8.0
12	1.05	-1.2	-0.3	-4.4
13	1.03	.	.	.
14	0.98	-1.9	-23.5	4.8
15	1.06	-2.3	31.3	4.4

# (next part)
entry	Structure	MMP13 inh	FXIIa inh mix	AP complement	FXIa inh mix	JNK3 blocker
16	CCN(CC)CCCN=Cc1c(O)n(-c2ccccc2F)c(=O)[nH]c1=O	-3.8	-1.6	-2.6	0.4	2.6
17	CC12CN3CC(C)(CN(C1)P3(=O)Oc1ccccc1)C2=O (stereo unspecified)	-1.9	4.4	16.3	7.4	-3.7
18	CCC(=NCCOc1ccc(Cl)cc1)c1c(O)n(C)c(=O)n(C)c1=O	-0.9	.	.	.	-0.1
19	CC[N+]1(C)CCCC(OC(=O)C(O)(c2ccccc2)c2ccccc2)C1 (stereo unspecified)	-5.1	6.7	-2.3	5.6	-1.1
20	CC12CN3CC(C)(CN(C1)C3c1cccs1)C2 (stereo unspecified)	0.9	11.4	17.5	4.6	-3.3
21	CCN1c2nc3c(C)cccn3c(=O)c2CC2(C(=O)N(C)C(=O)N(C)C2=O)C1C (stereo unspecified)	-6.5	4.5	1.7	3.3	-5.2
22	O=C(c1cccs1)C1CN2CCC1CC2 (stereo unspecified)	0.1	4.7	-1.0	6.2	-0.1
23	CCC1(CC)C(=O)NC(=NCCc2c[nH]c3ccccc23)NC1=O	-0.3	7.6	15.0	-3.1	-0.4
24	CC12CNCC(C)(CNC1)C2O (stereo unspecified)	-4.9	-12.6	16.7	2.7	-0.8
25	O=c1c2ccccc2nc(-c2ccco2)n1-c1ccc(Br)cn1	-4.4	9.1	-4.4	5.4	1.8
26	CC(=O)Nc1ccc(OC(=O)c2ccccc2N)cc1	-22.3	3.8	-2.2	-2.4	5.7
27	OC(COCc1ccc(Cl)cc1)CN1CC=C(c2ccccc2)CC1 (stereo unspecified)	-5.5	7.3	14.2	6.2	2.3
28	CCOc1ccc(-c2cc(C(=O)N3CCC4(CC3)OCCO4)c3ccccc3n2)cc1	-28.5	1.6	15.3	3.3	2.7
29	Cc1ccc(P(=S)(c2ccc(C)o2)N2CCOCC2)o1	-6.1	6.0	6.1	13.3	-5.6
30	CC(=NCCCO)c1c(O)n(Cc2ccccc2)c(=O)[nH]c1=O	1.6	4.8	9.9	7.8	-3.1

entry	A340 absorber	Hsp90 inh	MKP-1 inh	Cdc25B block
16	0.98	-4.3	-20.4	5.0
17	1.03	-1.2	8.6	-27.5
18	1.02	-1.3	-0.9	0.8
19	1	-2.0	-7.7	-20.7
20	1.03	-1.4	-8.8	-1.6
21	1.02	1.4	-4.6	2.9
22	0.97	-3.4	-3.0	-5.3
23	0.98	-2.5	-9.2	17.9
24	1.02	-6.7	2.9	-1.3
25	1.08	3.1	22.7	1.3
26	1	-3.6	-9.3	-0.8
27	1.04	-0.8	10.0	-15.7
28	1.05	-2.2	18.9	-8.2
29	1.03	-2.6	6.9	-5.6
30	0.98	-5.5	-15.5	1.6

# (list continues)
entry	Structure	MMP13 inh	FXIIa inh mix	AP complement	FXIa inh mix	JNK3 blocker
31	CCCC(C)C(=O)NC1CCSC1=O (stereo unspecified)	-5.9	8.2	21.0	10.4	-10.3
32	CCOCCCNC(=O)CN1C2CCC1CC(O)(c1ccc(OC)cc1)C2 (stereo unspecified)	1.8	0.1	10.5	-2.8	5.4
33	COc1ccccc1-n1c(-c2ccoc2)nc2ccccc2c1=O	4.0	-1.5	-11.0	4.7	-7.3
34	CC(C)(C)C(O)C(Oc1ccc(Cl)cc1)n1cncn1 (stereo unspecified)	-2.0	-7.6	9.8	17.2	-0.4
35	C[N+]12CCC(CC1)C(C#N)(N1CCOCC1)C2 (stereo unspecified)	0.5	9.8	11.7	7.6	2.5
36	CCOC(=O)CNC(=O)CSP(=S)(OCC)OCC	-6.2	14.7	0.3	4.2	-9.0
37	CCCCc1ccc2[nH]cc(CCN)c2c1	-0.2	-16.7	11.1	7.7	2.6
38	Nc1c(C(=O)NCCc2ccccc2)c2nc3ccccc3nc2n1CCN1CCOCC1	-107.7[fluorescence artefact?]	-9.7	0.4	-7.8	-0.3
39	CCCCn1c(=O)c(C(=O)Nc2ccccc2S(N)(=O)=O)c(O)c2ccccc21	-2.9	1.9	-7.6	0.7	-4.6
40	COc1ccc(-c2nc(CS(=O)CC(=O)N3CCC4(CC3)OCCO4)c(C)o2)cc1 (stereo unspecified)	-2.9	14.9	6.9	-0.7	-5.4
41	CC(N)C(=O)c1ccco1 (stereo unspecified)	2.7	5.5	14.4	2.6	-6.0

entry	A340 absorber	Hsp90 inh	MKP-1 inh	Cdc25B block
31	1.06	1.7	16.5	4.3
32	1	-1.9	-5.4	-13.0
33	1.11	3.1	22.2	-1.3
34	0.99	1.1	-4.1	2.7
35	1.01	1.9	19.6	1.0
36	1.02	-1.7	8.0	1.6
37	0.98	-3.0	4.4	-12.5
38	1	-3.5	32.2	-53.7
39	1.11	3.1	-2.4	-20.1
40	1.01	-0.3	28.6	-14.9
41	1.02	-0.9	0.3	-3.0

# Quoted at random: 6 records from the list, in no set order.
entry	Structure	MMP13 inh	FXIIa inh mix	AP complement	FXIa inh mix	JNK3 blocker
34	CC(C)(C)C(O)C(Oc1ccc(Cl)cc1)n1cncn1 (stereo unspecified)	-2.0	-7.6	9.8	17.2	-0.4
39	CCCCn1c(=O)c(C(=O)Nc2ccccc2S(N)(=O)=O)c(O)c2ccccc21	-2.9	1.9	-7.6	0.7	-4.6
40	COc1ccc(-c2nc(CS(=O)CC(=O)N3CCC4(CC3)OCCO4)c(C)o2)cc1 (stereo unspecified)	-2.9	14.9	6.9	-0.7	-5.4
38	Nc1c(C(=O)NCCc2ccccc2)c2nc3ccccc3nc2n1CCN1CCOCC1	-107.7[fluorescence artefact?]	-9.7	0.4	-7.8	-0.3
41	CC(N)C(=O)c1ccco1 (stereo unspecified)	2.7	5.5	14.4	2.6	-6.0
37	CCCCc1ccc2[nH]cc(CCN)c2c1	-0.2	-16.7	11.1	7.7	2.6

entry	A340 absorber	Hsp90 inh	MKP-1 inh	Cdc25B block
34	0.99	1.1	-4.1	2.7
39	1.11	3.1	-2.4	-20.1
40	1.01	-0.3	28.6	-14.9
38	1	-3.5	32.2	-53.7
41	1.02	-0.9	0.3	-3.0
37	0.98	-3.0	4.4	-12.5

# Three structures already listed, sorted by formula weight, high to low.
entry	Structure	MMP13 inh	FXIIa inh mix	AP complement	FXIa inh mix	JNK3 blocker
40	COc1ccc(-c2nc(CS(=O)CC(=O)N3CCC4(CC3)OCCO4)c(C)o2)cc1 (stereo unspecified)	-2.9	14.9	6.9	-0.7	-5.4
34	CC(C)(C)C(O)C(Oc1ccc(Cl)cc1)n1cncn1 (stereo unspecified)	-2.0	-7.6	9.8	17.2	-0.4
31	CCCC(C)C(=O)NC1CCSC1=O (stereo unspecified)	-5.9	8.2	21.0	10.4	-10.3

entry	A340 absorber	Hsp90 inh	MKP-1 inh	Cdc25B block
40	1.01	-0.3	28.6	-14.9
34	0.99	1.1	-4.1	2.7
31	1.06	1.7	16.5	4.3
